Bioassay records: PubChem BioAssay, several laboratories
NR0B1 inh: NR0B1 (DAX1) inhibition; HEK293 Gal4-DAX1 luciferase reporter, luminescence; inhibition, % at 6.75 µM; hit rate 0.99% among 340,000;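 active = inhibition above the mean over all tested compounds plus 3 SD, cut at about 4.2% in these data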;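 also: 0% = DAX1-transfected cells with DMSO and 100% = empty-vector control cells with DMSO; inhibition shows as a rise in luminescence from relieved DAX1 repression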
Target sequence (P51843 207-470 limits assumed): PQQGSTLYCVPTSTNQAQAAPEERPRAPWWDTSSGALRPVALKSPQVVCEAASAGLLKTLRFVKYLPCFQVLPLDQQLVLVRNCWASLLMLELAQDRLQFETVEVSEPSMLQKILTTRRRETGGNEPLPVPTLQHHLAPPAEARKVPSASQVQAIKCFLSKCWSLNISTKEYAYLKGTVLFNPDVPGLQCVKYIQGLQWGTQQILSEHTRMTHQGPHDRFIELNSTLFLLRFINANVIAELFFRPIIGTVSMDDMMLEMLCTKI
NPR1 activator: GC-A (human) enzyme activation; HEK293 GC-A cells, cGMP TR-FRET, EC30 ANP; 0% at EC30 ANP, 100% saturating ANP; hit rate 0.14% among 370,000; P16066; activation, % at 10 µM; in the data active = activation above about 40%
FXN GAA850 act: activators of GAA850 frataxin (FXN) promoter. HEK293 lucGAA850 FXN promoter luciferase reporter, 24 h; percent of 10 µM SAHA response. activation, % at 6 µM. hit rate 0.56% among 360,000;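 active = activation above the average of all compounds screened plus 3 SD, cutoff fixed separately per campaign, cut at about 7.5% in these data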;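 also: 0% = DMSO wells and 100% = 10 µM SAHA wells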
* = called active by the depositor; x = no result given. Not all compounds are listed; rates above refer to the full screens.

Values in the order: FXN GAA850 act	NPR1 activator	NR0B1 inh
- COc1ccc(-c2nc3c(=O)n(C)c(=O)[nH]c3n2CCc2ccccc2)cc1
→ -0.2	x	1.1
- Cc1ccc2nc3c(cc(C(=O)NCCc4ccccc4)c(=N)n3CCN3CCOCC3)c(=O)n2c1
→ -0.1	x	-1.4
- N#Cc1c(NC2CCCCC2)nc(-c2ccco2)c2c1CCCC2
→ 1.9	x	0.0
- CN1C(=O)C(C)(C)c2cc(S(=O)(=O)NCC(=O)NCc3ccccc3)ccc21
→ 0.0	x	1.3
- CCOC(=O)C1CCN(Cc2ccc(OCc3ccccc3)c(OC)c2)CC1
→ 0.4	x	0.5
- O=C(NNc1ccc([N+](=O)[O-])cc1[N+](=O)[O-])c1ccco1
→ -1.9	x	-0.5
- COc1ccc(CNC[C@H]2O[C@@H](n3cnc4c(N)ncnc43)[C@H](O)[C@@H]2O)cc1OC
→ -0.3	x	0.1
- COc1cc2c(cc1OC)C(CC#N)=NC(C)(C)C2
→ 6.3	x	1.6
- COc1ccc(-n2nc3c(N4CCC(C(=O)NC5CCCCC5)CC4)nnc(C)c3c2C)cc1
→ -1.7	x	0.6
- Nc1c(C(=O)OCC(=O)Nc2cccc([N+](=O)[O-])c2)[nH]c(=O)[nH]c1=O
→ 0.0	x	-0.9
- Cc1oc(-c2ccc(Cl)cc2)nc1CN1CCC(C(=O)NCc2ccco2)CC1
→ 0.2	x	-1.2
- O=c1c2ccccc2oc2ccc(-c3ccc4cc[nH]c4c3)cc12
→ 3.8	x	2.6
- Cc1cccc(C(=O)OCc2cc(=O)oc3c(C)c(C)ccc23)c1O
→ 0.3	x	0.2
- COc1ccc(/C=C/C(=O)c2ccccc2O)cc1
→ 3.0	x	1.0
- COc1ccc(-n2nc(C(=O)NCCCN3CCCC3=O)c3c4ccccc4n(C)c3c2=O)cc1Cl
→ -0.4	x	0.4
- COc1ccc(-n2ncc3c(NCC4CCCO4)ncnc32)cc1 (stereo not drawn)
→ 0.4	x	1.1
- CC(C)(C)NC(=O)C[C@H]1C[C@H](C(=O)N2CCOCC2)[C@@]2(C)c3[nH]c4cc(-c5ccco5)ccc4c3CCN2C1=O
→ 2.0	x	0.3
- COC(=O)[C@@]1(Cc2ccccc2)[C@H]2C(=O)N(Cc3ccccc3)C(=O)[C@H]2[C@H]2CN=C(SCc3ccc(C)cc3)N21
→ -2.9	x	-1.4
- CCN(CC)C(=O)c1c(C)nc2ccccn12
→ 0.8	x	0.5
- CC(C)n1ncc2c(C(=O)NCC(=O)Nc3ccccc3Br)cc(C3CC3)nc21
→ -0.1	x	0.2
- Cc1ccc(S(=O)(=O)NC(=NC2CCCCC2)c2ccc(Cl)cc2)cc1
→ 0.4	x	0.4
- CCCCN(CC)S(=O)(=O)c1ccc(C(=O)Nc2nnc(-c3ccccc3Cl)o2)cc1
→ -0.9	x	1.7
- Cc1cccc(CS(=O)(=O)c2nnc([C@H](Cc3ccccc3)NC(=O)OC(C)(C)C)o2)c1
→ 3.8	x	-2.2
- CC(=O)Nc1ccc(N/C=C/C(=O)c2ccc(Br)cc2)cc1
→ 2.1	x	1.3
- Cc1nnc(NC(=O)CSc2nnc(-c3ccco3)o2)s1
→ 1.4	x	1.2
- O=C(Nc1cc(S(=O)(=O)N2CCOCC2)ccc1Cl)c1cc([N+](=O)[O-])ccc1Cl
→ -8.6	x	0.9
- CC(=O)Nc1ccc(NC(=O)CSc2ncc(C(=O)Nc3ccc(Cl)cc3)c(=O)n2C)cc1
→ 2.5	x	0.9
- COc1cc(C2Nc3cccc4cccc(c34)N2)ccc1OC(C)=O
→ -1.7	x	-0.1
- COCCN(C(=O)CSc1nnc(-c2cccc(OC)c2)n1C)c1c(N)n(Cc2ccccc2)c(=O)[nH]c1=O
→ 0.2	x	0.2
- CN1CCN(C(=O)CSc2nc(-c3cccs3)cc(-c3cccs3)c2C#N)CC1
→ 1.3	x	0.1
- Cc1ccc(S(=O)(=O)Oc2ccc3c(c2)O/C(=C\c2cccnc2)C3=O)cc1
→ -0.6	x	-0.1
- C[C@H](CO)N1C[C@H](C)[C@@H](CN(C)Cc2ccc3c(c2)OCO3)Oc2c(NC(=O)C3CC3)cccc2C1=O
→ -1.2	x	0.6
- CCCc1cc(-c2n[nH]c(=S)n2CC)c2ccccc2n1
→ 2.8	x	-0.5
- O=C(NCCn1cc(SCc2ccc(F)cc2)c2ccccc21)c1ccccc1F
→ 1.9	x	-0.3
- COc1ccc([C@@H]2[C@@H]3C(=O)N(C(C)(C)C)C(=O)[C@@H]3[C@]3(Cc4ccccc4)C(=O)N(c4ccc(Br)cc4)C(=O)N23)cc1
→ -4.8	x	1.3
- O=c1[nH]c2c(s1)C(c1cccnc1)C1C3CCC(C3)C1S2 (stereo not drawn)
→ 2.5	x	-1.6
- CCc1ccccc1Nc1nc(N)nc(COC(=O)CCC(=O)c2ccc(F)cc2)n1
→ -5.5	x	0.8
- Cc1cc(C(=O)Nc2ccc3c(c2)CCC3)c2ccccc2n1
→ 0.3	x	-1.0
- CCOc1ccccc1NC(=O)C1CCCN(S(=O)(=O)c2c(C)[nH]c(=O)[nH]c2=O)C1 (stereo not drawn)
→ 2.0	x	0.9
- Cn1c(=O)c2c(n(Cc3ccccc3)c1=O)NC(=O)C2CC(=O)N1CCc2ccccc2C1 (stereo not drawn)
→ -3.5	x	-1.0
- COC(=O)c1ccc(C2SCC(=O)N2Cc2ccccc2)cc1 (stereo not drawn)
→ 0.9	x	0.6
- Cc1nn2c(NCC(C)C)c3c(nc2c1-c1ccccc1)CCC3
→ 0.6	x	0.1
- C[C@H](C(=O)CC(=O)OC(C)(C)C)[C@H](O)c1ccc(C(F)(F)F)cc1
→ 1.4	x	1.4
- COc1ccc(Cc2nnc(-c3cccc(C)c3)o2)cc1OC
→ 1.4	x	-1.3
- CCCC(=O)NC(c1ccccc1OC)c1ccc2cccnc2c1O (stereo not drawn)
→ -12.3	x	-3.4
- COc1ccccc1-c1nnc2n1N=C(c1ccc(O)c(O)c1)CS2
→ 3.1	x	-0.1
- C=CCOC(=O)c1[nH]c2c(c1C)C(=O)CC(c1cc(OC)c(OC)c(OC)c1)C2 (stereo not drawn)
→ -4.3	x	-7.9
- C[C@@H]1COC(=O)[C@H](NC(=O)OCC2c3ccccc3-c3ccccc32)C/C=C\C[C@@H](CC(=O)N(CCO)Cc2ccccc2)C(=O)N1
→ -1.0	x	1.9
- CCOC(=O)/C(=C/Nc1ccc(F)c(F)c1)[N+](=O)[O-]
→ -0.9	x	-0.6
- C1CCCC(NC2=NCCO2)CCC1
→ 0.3	x	-0.7

Continued:
Values in the order: FXN GAA850 act	NPR1 activator	NR0B1 inh
- CCCN1CCC2(CC1)NC(C(=O)O)Cc1c2[nH]c2ccccc12 (stereo not drawn)
→ 1.9	x	1.1
- COc1ccc(C[C@H]2CN3C(=NC[C@@H]3Cc3ccccc3)N2CCNC(=O)c2ccc(C)c(Br)c2)cc1
→ -8.6	x	0.5
- C=C(C)[C@H]1CC=C(C(=O)O)CC1
→ x	2.7	x
- O=C(c1noc2c1CCCCC2)N1CCOCC1
→ -1.4	1.1	-0.1
- CCCC(C(=O)NC1CCCC1)N(C(=O)Cn1nnc(-c2ccc(C)o2)n1)C1CCCC1 (stereo not drawn)
→ -3.1	4.3	0.0
- CCOC(=O)N1CCC(Nc2c(NCCN3CCN(Cc4ccccc4)CC3)c(=O)c2=O)CC1
→ 2.4	-3.5	1.3
- CCOc1cccc(C(=O)N(Cc2ccc(F)cc2)C2CCS(=O)(=O)C2)c1 (stereo not drawn)
→ 0.6	-13.4	1.3
- O=C(N/N=C/c1cc(Cl)cc([N+](=O)[O-])c1O)c1cc(-c2ccccn2)nc2ccccc12
→ 1.9	6.0	1.5
- Cc1nc2ccc(S(=O)(=O)Nc3ccccc3C)cc2s1
→ -0.4	-4.6	1.0
- CCCC(OC(=O)CN1C(=O)COc2ccccc21)C(=O)NC1CCCC1 (stereo not drawn)
→ -2.2	-0.8	0.2
- CCOC(=O)CSc1nnc(CNC(=O)c2cccs2)n1CCc1ccccc1
→ -2.1	-4.3	0.7
- CCSc1nnc(-c2ccccc2N)c(=O)[nH]1
→ 4.6	-0.7	0.3
- O=C(CN1C(=O)COc2ccccc21)N1CCCc2ccccc21
→ 0.1	-5.0	0.5
- Oc1ccc2ccccc2c1C1Nc2cccc3cccc(c23)N1
→ 1.5	7.4	-1.4
- O=C(Nc1ccc2c(c1)OCO2)NC1CCN(Cc2ccccc2)CC1
→ 5.6	-3.1	2.9
- Cn1c(C(=O)NCc2cccnc2)cc2sc(Cl)cc21
→ 3.9	-16.4	0.5
- CC(C)CCN1C(=O)CCC1(C)C(=O)NC1CCCCCC1 (stereo not drawn)
→ 0.4	-5.0	0.3
- COc1cc(NC(=O)C2CCCO2)c(C(=O)O)cc1OC (stereo not drawn)
→ 0.1	1.6	-0.1
- CCC(=O)NC(=S)Nc1ccc(NC(=O)COc2ccc(Cl)cc2Cl)cc1
→ -1.9	3.7	-1.0
- O=C(CCn1c(=S)[nH]c2ccccc2c1=O)NCC1CCCO1 (stereo not drawn)
→ -2.5	-1.1	2.0
- CCOC(=O)c1cc(CC)sc1NC(=O)c1ccc(N2CCOCC2)c([N+](=O)[O-])c1
→ -2.2	13.2	-0.4
- CN1CCN(S(=O)(=O)c2ccc(NC(=O)Cc3cccs3)cc2)CC1
→ -6.1	0.5	1.4
- CCC(C)(C)C(=O)Nc1ccc(OC)cc1[N+](=O)[O-]
→ -1.3	5.6	0.6
- COc1cc(S(=O)(=O)N2CCCCC2)ccc1NC(=O)Cc1ccccc1
→ 0.8	6.2	-0.7
- CCOC(=O)N1CCN(C(=O)C2CCCN(S(=O)(=O)c3ccc(C)cc3)C2)CC1 (stereo not drawn)
→ -1.9	-0.3	-1.1
- N#Cc1nc(-c2cccc3ccccc23)oc1NCCN1CCOCC1
→ 4.5	31.8	1.1
- CCCOc1ccc([C@@H]2C3CN(C(=O)OCC)CC=C3C(C#N)=C(N)C2(C#N)C#N)cc1OC (stereo partly drawn)
→ -4.1	2.0	0.7
- Nc1nc(CSc2ncn(-c3ccccc3)n2)cs1
→ 3.7	3.8	2.3
- c1ccc(COCCN2CCN(CCOCc3ccccc3)CC2)cc1
→ -0.1	3.0	0.1
- CN(C)c1ccc(NC(=O)CSc2nc3c(c(=O)[nH]2)CCCC3)cc1
→ 0.3	-2.1	1.7
- Cc1ccc(S(=O)(=O)NCC2CCC(C(=O)O)CC2)cc1 (stereo not drawn)
→ 0.2	-2.8	0.3
- CCOc1ccc(C2/C(=C(\O)c3c(C)[nH]c(C(=O)OC)c3C)C(=O)C(=O)N2CCN(C)C)cc1 (stereo not drawn)
→ -0.2	6.7	2.0
- C=C(C)CSc1nc(N)c2c3c(sc2n1)CCC3
→ 6.0	3.7	0.1
- COc1ccccc1NC(=O)C(NC(=O)OC(C)(C)C)C(C)OCc1ccccc1 (stereo not drawn)
→ 3.3	7.3	-0.9
- CCCCNC(=S)NNC(=O)c1csc2ccccc12
→ 1.0	3.3	-0.9
- COC(=O)c1sccc1NC(=O)c1ccc(Cl)s1
→ -3.1	1.9	0.7
- O=C(O/N=C1/CCSc2ccccc21)c1ccc(F)cc1
→ 0.7	-1.0	-0.2
- COc1ccc(S(=O)(=O)N2CCN(C(=O)c3cccs3)CC2)cc1OC
→ 0.3	-2.2	0.4
- CCOc1ccc(NC(=O)CCNS(=O)(=O)c2ccc3c(c2)c(=O)n(C)c(=O)n3C)cc1
→ -0.1	-3.3	-0.3
- COc1ccccc1NC(=O)N1CCN(Cc2ccc3c(c2)OCO3)CC1
→ 0.4	0.0	2.0
- CC(C)(C(=O)c1ccccc1)/[N+]([O-])=C/c1ccc(Br)cc1
→ -2.2	-5.0	1.5
- Cc1ccc2[nH]cc(C(=O)CN3CCOCC3)c2c1
→ 0.3	2.9	1.1
- C=CCNc1nnc(Cl)c2ccccc12
→ 1.7	0.4	-1.6
- Cc1ccc(S(=O)(=O)C2(C(=O)N(C)C3CCCCC3)CC2)cc1
→ 2.8	-1.5	1.1
- O=C(c1cc2ccccc2oc1=O)N1CCN(C(=O)C2CCCO2)CC1 (stereo not drawn)
→ -1.2	0.9	0.2
- Cc1nnc(SCC(=O)NC2CCCCC2)n(N)c1=O
→ 0.2	4.5	2.6
- CCC1(C(=O)OC)CCc2c(cc(OC)c3ccccc23)C1=O (stereo not drawn)
→ 0.6	-11.6	0.0
- CCOc1ccc(C(C)=O)cc1N1C(=O)C2C3C=CC(C3)C2C1=O (stereo not drawn)
→ -1.4	-2.0	0.5
- COc1cc2c(cc1OC)C(c1ccc3c(c1)OCO3)CC(=O)N2 (stereo not drawn)
→ 1.0	3.7	-0.3
- COc1ccc(N(CC(=O)NCCSCc2c(F)cccc2Cl)S(C)(=O)=O)cc1OC
→ 4.6	1.2	0.7

(next part)
Values in the order: FXN GAA850 act	NPR1 activator	NR0B1 inh
- Cc1cccc(N(C(=O)c2cnc3n(c2=O)CCS3)C2CCCCC2)c1
→ 0.4	-18.6	-0.3
- Cc1ccc(NC(=O)Cn2cccc2)cc1Cl
→ -4.3	3.7	-0.5
- COc1ccc(-c2ccc(=O)[nH]n2)cc1
→ 4.6	3.3	0.4
- O=C(Cn1c(C(=O)N2CCc3ccccc3C2)cc2sccc21)c1ccccc1
→ -0.4	-3.8	0.4

In another format: entries from further up
smiles,FXN GAA850 act,NPR1 activator,NR0B1 inh
CCCN1CCC2(CC1)NC(C(=O)O)Cc1c2[nH]c2ccccc12 (stereo not drawn),1.9,x,1.1
COc1cc(S(=O)(=O)N2CCCCC2)ccc1NC(=O)Cc1ccccc1,0.8,6.2,-0.7
COCCN(C(=O)CSc1nnc(-c2cccc(OC)c2)n1C)c1c(N)n(Cc2ccccc2)c(=O)[nH]c1=O,0.2,x,0.2
COc1cc2c(cc1OC)C(c1ccc3c(c1)OCO3)CC(=O)N2 (stereo not drawn),1.0,3.7,-0.3
C=C(C)CSc1nc(N)c2c3c(sc2n1)CCC3,6.0,3.7,0.1
